Coupling enz – inhibits coupling enzyme system, counter-screen for aldolase hits; coupling enzyme system counterscreen, AmpLite Red fluorescence; activity change, negative = inhibition, % at 58.2 µM, hits read low; 290,000 compounds, 0.67% hits; AID 2472; in the data active means activity change below about -30%; further: on the % scale 0 is the no-effect control and ±100 the full control effect
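Counterscreen lacking aldolase: glyceraldehyde-3-phosphate coupling-enzyme reagent preincubated 10 min at RT with compound (at 57.5 uM final), then substrate/coupling system with AmpLite Red added; fluorescence read at 525/598 nm after 20 min RT.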
TRPV1 ag – activates the human vanilloid receptor TRPV1; AID 540275; 320,000 compounds, 0.19% hits; activation, % at 8.33 µM; Q8NER1; TRPV1-expressing cells, Fluo-8 calcium influx, agonist mode; in the data active means activation above about 80%; inconclusive means between about 30% and that limit; further: 0% is about no effect
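Cells expressing TRPV1 were dye-loaded with Fluo-8 and read kinetically: 10 s baseline, 3 min after compound (agonist portion), then 2 min after EC20 capsaicin (allosteric enhancer portion). Calcium-bound dye fluorescence at 480/520 nm.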
S-ASM inh – blocks human secretory acid sphingomyelinase. P17405. placental ASM, HMU-PC fluorogenic substrate, 60 min. Potency, µM (top dose mostly 57.5 µM), inactives show at the highest dose activity change, negative = inhibition, actives largely listed as inhibitors. 340,000 compounds, 0.006% hits. AID 504937; further: potency means the concentration at half of the fitted maximal effect
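Fluorogenic HMU-PC substrate (9 uM final) is turned over by placental ASM in 60 min at 37 C after a 10 min compound preincubation. Reaction ended by alkaline stop (pH 10), with fluorescence read at 386/447 nm.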
MLL CXXC-DNA inh – MLL CXXC-DNA interaction inhibition; Q03164; 290,000 compounds, 0.037% hits; MLL-CXXC / FITC-HOXA9 DNA fluorescence polarization; Potency, µM (doses to about 115 µM), without a hit: top-dose activity change, negative = inhibition, actives largely listed as inhibitors; active means well fitted inhibition curve with a large enough effect in the polarisation, with a control signal flat, not every such curve was filed as active; inconclusive means small, poorly fitted or top-dose-only effect, or effect the other way, or a change in a side signal; inactive means no such curve, though single readings can be large or run the other way; the % refers to the polarisation; further: potency means the concentration at half of the fitted maximal effect
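Steps: dispense CXXC domain solution (7 uM) → pin compounds or unlabeled HOX-A9 DNA control → 5 min ambient → add FLSN-HOX-A9 solution (50 nM) → spin → 30 min ambient → fluorescence polarization. Tris pH 7.5/NaCl/DTT/BSA buffer.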
MBNL1 CUG block – MBNL1-poly(CUG) RNA binding inhibition; Q9NR56; TR-FRET MBNL1-His/biotin-(CUG)12 binding, 665/545 ratio; Potency, µM (doses to about 57.5 µM), inactives show at the top dose activity change, negative = inhibition, hits mostly inhibitors; 280,000 compounds, 0.036% hits; AID 2675; active means well fitted inhibition curve with a large enough effect in the signal ratio, with a control signal flat, not every such curve was filed as active; inconclusive means small, poorly fitted or top-dose-only effect, or effect the other way, or a change in a side signal; inactive means no such curve, though single readings can be large or run the other way; the % refers to the signal ratio; further: potency means the concentration at half of the fitted maximal effect; on the % scale 0 is the no-effect control and ±100 the full control effect
Target sequence (Q9NR56 whole entry, looked up): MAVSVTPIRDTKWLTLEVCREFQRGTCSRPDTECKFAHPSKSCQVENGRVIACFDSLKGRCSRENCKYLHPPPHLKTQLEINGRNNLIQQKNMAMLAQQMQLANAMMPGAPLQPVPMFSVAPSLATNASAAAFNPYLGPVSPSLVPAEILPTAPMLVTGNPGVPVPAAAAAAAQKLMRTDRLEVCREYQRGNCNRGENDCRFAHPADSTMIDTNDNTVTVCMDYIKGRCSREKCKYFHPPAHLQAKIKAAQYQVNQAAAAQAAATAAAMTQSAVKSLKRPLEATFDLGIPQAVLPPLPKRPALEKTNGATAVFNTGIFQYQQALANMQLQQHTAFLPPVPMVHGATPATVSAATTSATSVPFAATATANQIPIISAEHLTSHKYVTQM
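Compound titration spanned 92 nM–58 uM against the MBNL1-His/biotin-(CUG)12 complex. After 60 min at room temperature with 5 nM streptavidin-XL665 and 0.055 ng/ul terbium anti-His, ratiometric 665/545 nm emission (Ex 340 nm) normalized to controls.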
AT treatment – potential ataxia-telangiectasia treatments restoring KAP-1 phosphorylation. […] A-T fibroblasts, KAP-1 phosphorylation AlphaLISA; neocarzinostatin DNA damage 30 min before lysis. Potency, µM (top dose mostly 57.5 µM), for the others: at the highest dose activation, usual class: activators. 320,000 compounds, 0.19% hits; further: potency means the concentration at half of the fitted maximal effect; % of control where 0% means no effect; nearly all actives have a fitted effect of over 45% in size
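hTERT-immortalized A-T patient fibroblasts ([…]), 500 cells/well in OPTI-MEM, 1% FBS, got compounds for 60 min, then NCS for 30 min at 37C. Lysates were then assayed for phospho-KAP-1 by AlphaLISA (anti-pKAP1 donor, anti-KAP1 acceptor beads), 6 hr at 25C.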
KCNH2 WT inh – KCNH2 (human, wildtype) channel inhibition; Q12809; U2OS, BacMam KCNH2, thallium flux FluxOr; hits give low values; AID 720551; 340,000 compounds, 0.37% hits; activity change, % at 1.84 µM;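 active means maximum activity change below -70%; inconclusive means maximum activity change between -70% and -50%; inactive means maximum activity change above -50%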; further: on the % scale 0 is the no-effect control and ±100 the full control effect
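U2OS cells transduced with wild-type KCNH2 virus are loaded with FluxOr dye for 45 min, and thallium flux is measured in kinetic reads before and after stimulation buffer. Rate constants are normalized to DMSO controls.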
a7 integrin act – activates integrin-mediated alleviation for muscular dystrophy; Potency, µM (highest dose often 38.3 µM), inactives show top-dose activation, hits mostly activators; 350,000 compounds, 0.064% hits; alpha7betagal myoblasts, beta-gal FDG fluorescence, 48 h; AID 624291;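 further: potency means the concentration at half of the fitted maximal effect; 100% = response of the positive control SU9516; nearly all actives have a fitted effect of over 60% in size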
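Alpha7betagal+/- myoblasts (passage 13) were plated 16-24 hr, then exposed to compounds (1:260 dilution of DMSO stock) for 48 hours at 37C. After MPER lysis, β-galactosidase reporter activity was read as FDG fluorescence (ex 480/em 540) after 30 minutes.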
GALK inh – galactokinase (human) inhibition. P51570. Purified GALK, Kinase-Glo residual ATP luminescence. Potency, µM (doses to about 57.5 µM), without a hit: at the top dose activity change, negative = inhibition, actives largely listed as inhibitors. 270,000 compounds, 0.007% hits; further: potency means the concentration at half of the fitted maximal effect; on the % scale 0 is the no-effect control and ±100 the full control effect
Target sequence (P51570 whole entry, looked up): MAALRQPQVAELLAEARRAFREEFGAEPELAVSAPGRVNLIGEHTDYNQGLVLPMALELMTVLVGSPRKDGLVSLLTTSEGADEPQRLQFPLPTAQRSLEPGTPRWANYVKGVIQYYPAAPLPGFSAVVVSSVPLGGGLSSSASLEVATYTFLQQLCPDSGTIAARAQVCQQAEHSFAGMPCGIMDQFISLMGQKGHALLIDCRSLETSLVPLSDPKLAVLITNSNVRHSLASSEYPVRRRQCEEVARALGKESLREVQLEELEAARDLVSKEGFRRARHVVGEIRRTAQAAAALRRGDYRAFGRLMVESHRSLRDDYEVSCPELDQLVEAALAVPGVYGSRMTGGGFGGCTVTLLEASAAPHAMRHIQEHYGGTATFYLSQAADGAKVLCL
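GALK at 5 nM final was combined with compound, 35 uM ATP and 100 uM galactose in HEPES pH8.0 with MgCl2 and DTT. The reaction ran one hour at room temperature before luminescent ATP detection.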
KCNH2 3.1 block – blocks the human KCNH2 3.1 channel isoform. U2OS KCNH2 3.1, thallium flux FluxOr; hits give low values. activity change, % (tested at about 1.8 µM). 340,000 compounds, 0.95% hits. AID 720553;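 active means maximum activity change below -70%; inconclusive means maximum activity change from -70% to -50%; inactive means maximum activity change above -50%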;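 further: thallium influx rate constant from kinetic fluorescence after stimulation buffer; on the % scale 0 is the no-effect control and ±100 the full control effect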
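Virally transduced U2OS (3.1 isoform, 4 h infection in dark at RT) → overnight 37 C → FluxOr + Red40 in HBSS/HEPES, 45 min → stimulation buffer, 2 min kinetic read → rate constant vs DMSO controls.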
* marks the source's active call; other numbers are inactive results; ? = inconclusive; · = not tested or not shown; [ ] = dose if it differs, or a comment. Unless noted, the call rests on the fitted dose curve; in most records, active means well fitted curve in the direction sought with a large enough effect; inconclusive means small, poorly fitted or top-dose-only effect, or another doubt; inactive means no such curve, though single readings can be large; an effect the other way counts as inactive or inconclusive.

SMILES	Coupling enz	TRPV1 ag	S-ASM inh	MLL CXXC-DNA inh	MBNL1 CUG block	AT treatment	KCNH2 WT inh	a7 integrin act	GALK inh	KCNH2 3.1 block
COc1ccc2[nH]c3c(c2c1)CCN1C(=O)N([C@@H](C)C(=O)NCCc2ccc(OC)c(OC)c2)C(=O)[C@]31C	1	-2	-1%	65%[activator]	0%	4%	6	-4%	·	7
CCC(C)NCCOCCOc1ccc(F)cc1 (stereo not drawn)	7	0	2%	-6%	4%	0%	1	-12%	0%	0
COc1ccc(CC(=O)Nc2c3c(nn2-c2cccc(C)c2C)CS(=O)(=O)C3)cc1	-1	0	-1%	18%	1%	4%	14	12%	0%	7
N#Cc1ccc(Oc2nc(C#N)cc(-c3ccccc3)n2)cc1	-2	-1	0%	-2%	-5%	-2%	9	-17%	2%	-26
COc1ccccc1C1CCN(Cc2cccc3ccccc23)CC1	-2	4	0%	8%	-6%	7%	12	?	0%	11
C/C(=C\c1ccccc1)CN1CCC(C(=O)N2CCCCC2)CC1	4	20	7%	8%	-16%	0%	12	4%	0%	0
O=C(NCCS(=O)(=O)N1CCN(c2ccccc2)CC1)c1ccc(Br)o1	·	2	0%	·	·	-5%	0	15%	·	-5
O=C(CSc1nnc(-c2ccccc2O)o1)N1CCCCC1	2	?	0%	-8%	-3%	-8%	-8	-8%	0%	-5
CCCc1cc(C(=O)NCc2ccc(OC)cc2)no1	2	·	2%	-6%	-9%	-7%	-10	-18%	2%	6
O=C(NCCO)/C(=C\c1ccco1)NC(=O)c1cccs1	-10	2	-2%	0%	·	-6%	6	?	-1%	14
CC1=Nc2ccccc2N=C(NC(=O)CSc2nnnn2-c2ccccc2)C1c1ccccc1 (stereo not drawn)	2	8	2%	?	-4%	·	-6	-3%	0%	-10
O=C(Cn1nc(-c2ccc(Cl)cc2)ccc1=O)NCCN1CCOCC1	2	·	-3%	-5%	16%	13%	-16	-18%	2%	-3
CC(C)C(=O)N1CCN(c2ccccc2NC(=O)c2cccc(Cl)c2)CC1	0	?	1%	3%	4%	-1%	22	0%	2%	-2
Cc1ccccc1OCCCCN1CCCCC1	3	-2	0%	27%	1%	3%	9	35%	-1%	-16
CCCn1c(C)nnc1SCC(=O)NC1CCCCC1	0	1	6%	-1%	2%	5%	-16	-34%	1%	-9
O=C(NC1CCCCC1)C(c1cccnc1)N(C(=O)c1csnn1)C1CCCC1 (stereo not drawn)	4	2	2%	5%	-10%	4%	-8	8%	-2%	5
OC1CCCN(c2c3c(nc4cc(-c5cccc(Cl)c5)nn24)CCC3)C1 (stereo not drawn)	-2	?	-15%	7%	61%[activator]	-6%	4	-4%	-4%	11
Cc1ccc(C(=O)O)cc1-c1ccc(/C=C2\SC(=O)N(CC(=O)Nc3ccc4c(c3)OCO4)C2=O)o1	·	2	91%[activator]	?	16%	-5%	-12	11%	-15%	14
CC1(C)Cc2c(sc3nc4n(-c5ccccc5)cnn4c(=O)c23)CO1	0	4	-3%	3%	-8%	-1%	-6	3%	0%	-1
CC(=O)c1ccc(N(C(=O)Cn2nnc(-c3ccccc3)n2)C(C(=O)NC2CCCCC2)c2ccccn2)cc1 (stereo not drawn)	2	-1	2%	-4%	-1%	5%	2	-18%	1%	1
CCn1c(-c2ccoc2C)n[nH]c1=S	2	-1	4%	4%	0%	-4%	-9	-4%	2%	-7
O=[N+]([O-])c1cccc(-c2cc(C(F)(F)F)n3nc(-c4ccccc4)cc3n2)c1	1	0	15%	-2%	-7%	1%	0	-10%	1%	1
Cc1ccc2[nH]c(=O)c(CN(CCCN(C)C)C(=S)NCCc3ccccc3)cc2c1	2	4	-1%	9%	0%	3%	5	-77%[inhibitor]	5%	?
CC1(C2CC2)NC(=O)N(CC(=O)NCc2ccc(Cl)cc2Cl)C1=O (stereo not drawn)	·	5	0%	·	·	-2%	5	22%	·	0
O=C(Nc1ccc(Cl)cc1)C1=Cc2ccccc2OC1	-5	?	-9%	-5%	12%	·	-2	7%	0%	-7
Cc1cc(C)n(C(=O)CCC(=O)NCc2ccccc2)n1	1	2	-2%	6%	1%	1%	-2	20%	-3%	4
CCN(c1ccccc1)S(=O)(=O)c1ccc(Cl)c(NC(=O)COC(=O)C2CC2C)c1 (stereo not drawn)	2	2	-1%	1%	2%	15%	14	-29%	-2%	2
CCCC(=O)NCCCc1nc2ccccc2n1C	3	-5	3%	-2%	-2%	-5%	7	4%	1%	-8
Clc1ccc(COc2cccc(CNCc3ccncc3)c2)cc1	1	-1	2%	11%	-2%	1%	11	-29%	2%	-2
O=C(CNC(=O)c1ccco1)NCC(c1ccco1)N1CCCCC1 (stereo not drawn)	·	-1	5%	·	·	3%	2	-4%	·	3
Cc1ccccc1C(=O)N1CCC(C(=O)OCc2ccccc2Cl)CC1	·	16	-2%	·	·	3%	-3	3%	·	6
CC1CC(C)CN(C(=O)c2nn(C)c3c2CSc2ccccc2-3)C1 (stereo not drawn)	2	25	-1%	·	-1%	5%	-5	-22%	·	13
C=C(Br)CN1[C@@H](Cc2ccccc2)[C@H](O)[C@@]23C=C[C@@H](C[C@@H]2S1(=O)=O)O3	·	·	-1%	·	·	0%	3	2%	·	-41
Cn1c(=O)c2c(nc(NCc3ccc4c(c3)OCO4)n2Cc2ccccc2Cl)n(C)c1=O	-1	-13	1%	8%	-6%	4%	3	-15%	1%	-9
CC(C)(C)C(=O)Nc1ccccc1C(=O)OCC(=O)c1ccc2c(c1)OCCO2	-2	-4	-1%	-5%	-4%	5%	-8	-22%	0%	-18
CC(C)[C@H](NC(=O)N1CC(=O)Nc2ccccc21)C(=O)N[C@@H](C(=O)O)c1ccccc1	2	1	0%	3%	-8%	2%	5	0%	0%	-11
C[C@H](C[C@H](O)[C@H]1OC1(C)C)C1=C2C[C@H](O)C3[C@@]4(C)CCC(=O)C(C)(C)C4CC[C@]3(C)[C@@]2(C)CC1 (stereo partly drawn)	·	·	-10%	·	·	-3%	-7	-23%	·	-4
Cc1ccc(OCCCCN2CCc3ccccc3C2)cc1	1	-1	2%	10%	-13%	-5%	25	-29%	-2%	-31
CC(/C=N/NC(=O)c1cc(-c2ccncc2)nc2ccccc12)=C\c1ccco1	-40*	3	-8%	-4%	21%	10%	5	-21%	2%	15
CC(C)(C)NC(=O)CN(C(=O)CCC(=O)Nc1nccs1)c1ccc(F)c(Cl)c1	1	3	0%	-1%	-9%	3%	-34	-6%	1%	-11
Cc1cc(C)cc(N(CC(=O)NCc2ccc3c(c2)OCO3)C(=O)CCC(=O)Nc2ccccn2)c1	0	9	-1%	2%	6%	0%	-10	-6%	-3%	-22
Cc1ccc(-c2nnn(CC(=O)N3CCN(c4nc5ccccc5s4)CC3)n2)cc1	2	0	-2%	-2%	2%	-3%	-28	-9%	0%	-3

Assay outcomes: PubChem BioAssay, National Center for Advancing Translational Sciences (NCATS)
